SENP8 block-1: SENP8 protease inhibition; Q96LD8; purified SENP8, Z-RLRGG-aminoluciferin cleavage, luminescence; inhibition, % at 10 µM; 1.2% of 330,000 active; AID 2540; in the data active = inhibition above about 50%
Target sequence (Q96LD8 whole entry, looked up): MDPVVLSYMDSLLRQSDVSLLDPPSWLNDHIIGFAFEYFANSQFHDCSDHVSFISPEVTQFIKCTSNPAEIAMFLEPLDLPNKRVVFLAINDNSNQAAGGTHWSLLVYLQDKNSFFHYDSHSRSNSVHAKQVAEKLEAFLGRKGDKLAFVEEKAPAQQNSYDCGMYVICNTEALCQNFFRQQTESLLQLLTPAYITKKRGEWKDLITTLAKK
SENP1 FRET inh: SENP1 (human) catalytic domain inhibition | recombinant SENP1 catalytic domain, CyPet-SUMO1-YPet FRET cleavage | inhibition, % at 10 µM | 0.21% of 360,000 active | AID 624204;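 active = inhibition at least 30% at 10 µM, raw YFP signal under a set limit, fluorescence ratio 0.5 to 1.5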;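 note: 0% = enzyme with DMSO and 100% = no enzyme wells; some results filed as inactive read as strong as hits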
Target sequence (Q9P0U3 419-644 limits assumed): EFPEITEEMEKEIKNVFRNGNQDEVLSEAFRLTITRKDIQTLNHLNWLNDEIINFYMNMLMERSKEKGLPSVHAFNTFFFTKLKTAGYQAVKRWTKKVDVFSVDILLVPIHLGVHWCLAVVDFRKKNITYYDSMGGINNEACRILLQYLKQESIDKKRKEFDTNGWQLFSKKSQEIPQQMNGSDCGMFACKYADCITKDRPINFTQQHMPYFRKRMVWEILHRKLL
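Material – human SENP1 catalytic domain · Input – SENP1 enzyme, 20 pM final · Compound dosing – single concentration of 10 µM compound, 0.5% DMSO final · Timing – enzyme reaction for 50 min at room temperature, dark · Measured by – FRET fluorescence in CFP and YFP emission channels · Control set – no-enzyme wells low, DMSO-plus-enzyme wells high control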
Apaf1 inhib: blocks human Apaf-1 apoptosome activity; O14727; reconstituted apoptosome caspase-3 activity, DEVD-Rh110 fluorescence; inhibition, % at 20 µM; 0.71% of 330,000 active; AID 489030; active = inhibition of at least 40% at 20 µM;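 note: plate controls were DMSO wells for no effect and DEVD-CHO caspase inhibitor wells for full effect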
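Assay system: Apoptosome proteins | Medium: pH 7.5 Hepes buffer with CHAPS, BSA, DTT | Also added: Cytochrome c and DEVD-Rh110 substrate | Times: 30 min plus 50 min, RT | Detection: Rhodamine 110 fluorescence at Ex 480/Em 540 nm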
SENP6 block: SENP6 protease inhibition | Recombinant SENP6 catalytic domain, aminoluciferin luminescence | inhibition, % at 10 µM | 1.8% of 330,000 active;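 active = inhibition above about 50% at the single tested dose, limit read from the data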;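 note: plate controls were DMSO wells with enzyme for no effect and DMSO wells lacking enzyme for full effect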
Target sequence (Q9GZR1 628-1112 limits assumed): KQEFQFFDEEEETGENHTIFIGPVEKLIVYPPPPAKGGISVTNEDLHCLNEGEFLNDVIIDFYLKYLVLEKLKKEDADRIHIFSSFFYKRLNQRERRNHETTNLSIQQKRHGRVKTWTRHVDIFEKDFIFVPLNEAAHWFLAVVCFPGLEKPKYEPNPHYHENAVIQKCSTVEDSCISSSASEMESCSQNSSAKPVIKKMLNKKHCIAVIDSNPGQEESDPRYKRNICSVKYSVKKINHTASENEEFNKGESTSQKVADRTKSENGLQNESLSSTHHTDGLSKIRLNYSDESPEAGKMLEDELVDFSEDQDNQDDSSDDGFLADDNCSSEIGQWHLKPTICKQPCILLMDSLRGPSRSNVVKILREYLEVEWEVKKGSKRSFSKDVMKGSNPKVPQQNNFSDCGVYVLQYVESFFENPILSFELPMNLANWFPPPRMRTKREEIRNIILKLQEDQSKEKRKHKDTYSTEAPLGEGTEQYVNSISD
HKDC1 inh: HKDC1 (human) hexokinase inhibition; Q2TB90; recombinant HKDC1, G6PDH/diaphorase resazurin coupled fluorescence; inhibition, % at 20 µM; 0.16% of 340,000 active;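 active = inhibition above about 35% when tested at 20 µM, limit read from the data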;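 note: plate controls were DMSO wells with enzyme for no effect and DMSO wells lacking enzyme for full effect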
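Assay system: in-house recombinant HK5 (HKDC1) enzyme. Input: HKDC1 at 5 µg/mL. Medium: Tris pH 8.0 buffer with MgCl2, Tween-20, BSA, BME. Dosing: single 20 µM dose. Schedule: 90 min reaction incubation at room temperature, dark. Signal: resazurin-to-resorufin fluorescence via G6PDH and diaphorase coupling, 525/613 nm. Controls: DMSO-enzyme wells negative, buffer-substituted wells positive.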
SENP7 inh: SENP7 protease inhibition; inhibition, % at 5 µM; Q9BQF6; 1.5% of 330,000 active; AID 434973; recombinant SENP7, Z-RLRGG-aminoluciferin luminescence, 40 min;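 active = inhibition above about 50% at the single test dose, limit read from the data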;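 note: plate controls were DMSO with enzyme for no effect and no enzyme buffer wells for full effect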
PfG6PD inh: PfG6PD (Plasmodium falciparum) enzyme inhibition; inhibition, % at 20 µM; PfGluPho enzyme, NADPH resazurin-diaphorase fluorescence; 0.78% of 350,000 active;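 active = inhibition reaching at least a set limit at 20 µM in the primary screen, cut at about 59% in these data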;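 note: 0% = DMSO wells with substrate and 100% = DMSO wells lacking glucose-6-phosphate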
SENP8 block-2: blocks human SENP8 cleavage of Nedd8 substrate. Q96LD8. recombinant SENP8, Nedd8 substrate fluorescence. inhibition, % at 20 µM. 0.64% of 360,000 active. AID 602440; in the data active = inhibition mostly above about 40%, no sharp cut-off; inactive = mostly below about 27%
Active calls of the source: *; nt = not tested or not shown.

SMILES | SENP8 block-1 | SENP1 FRET inh | Apaf1 inhib | SENP6 block | HKDC1 inh | SENP7 inh | PfG6PD inh | SENP8 block-2
Cn1nccc1C(=O)N1CCCC(C(=O)c2ccc(C(F)(F)F)cc2)C1 (stereo not drawn) | -8 | -1 | 1 | 9 | -2 | 3 | 9 | 13
O=C(c1ccccc1)c1nn(-c2cccc(Cl)c2)ccc1=O | 2 | 3 | -7 | 7 | -6 | 0 | -7 | 38
COc1ccc(C(=O)C2CCCN(Cc3ccc(Sc4nncn4C)o3)C2)cc1F (stereo not drawn) | 1 | 1 | 1 | 1 | 2 | -1 | 10 | 3
O/N=C/c1ccc(-c2cc(Cl)ccc2Cl)o1 | -2 | 4 | 3 | -11 | -5 | -4 | -6 | -56
NC1=NC(c2ccc(Cl)cc2)C(C(=O)c2ccccc2)N1 (stereo not drawn) | -3 | 1 | -470 | -3 | 0 | 2 | 17 | 14
CCn1c(CCNS(=O)(=O)c2ccccc2Br)nnc1SC | -3 | 1 | 1 | -22 | -4 | 10 | 6 | 3
Cc1cc2ccccc2c(=O)n1CC(=O)N1CCN(c2cccc(Cl)c2)CC1 | 6 | -13 | 14 | 1 | 0 | -2 | -15 | -116
Cc1ccc([C@@H]2CC=C(C(=O)O)[C@H](c3ccc(C(C)(C)C)cc3)N2S(=O)(=O)c2ccc(C)cc2)cc1 | 16 | 1 | 21 | 34 | 19 | 7 | -28 | 13
Cc1cc(C(=O)Nc2cccc3ccccc23)c(C)o1 | -3 | -2 | 20 | -19 | 1 | 4 | -4 | -15
O=C(Nc1ccccc1)OCc1cncs1 | -9 | -2 | 4 | 7 | -9 | -11 | -17 | 8
COc1ccc(CN2CCCC(CO)(Cc3cccc(Cl)c3)C2)cc1OC (stereo not drawn) | 3 | -7 | 0 | -8 | -4 | 6 | 1 | 7
Cc1ccc(C(=O)N2C(=O)c3cccc(N)c3C2=O)o1 | -2 | -36 | -2 | 82* | -5 | 4 | -9 | -108
Cc1cccc(NC(=S)NC2CCCCC2)n1 | -4 | 1 | 4 | -2 | -7 | -3 | 41 | 12
CS(=O)(=O)c1ccc(N2CCOCC2)c(S(C)(=O)=O)c1 | 4 | 0 | 14 | -14 | -14 | -14 | 3 | 8
CCCOc1ccc(-c2c(C(=O)N/N=C/c3cccnc3)nnn2-c2nonc2N)cc1 | -2 | 2 | -2 | -13 | 14 | -1 | -2 | -3
O=C(Nc1cccc(S(=O)(=O)N2CCCCC2)c1)C1CC(=O)N(c2ccc3c(c2)OCCO3)C1 (stereo not drawn) | -8 | -1 | 10 | 0 | -6 | -5 | 10 | 1
COc1ccccc1CNS(=O)(=O)c1cc(CN2C(=O)c3cccnc3C2=O)ccc1OC | -8 | -1 | -3 | 5 | -1 | -1 | -11 | 7
Oc1ccccc1NCC(O)Cn1ccc2ccccc21 (stereo not drawn) | 1 | 37* | 4 | 10 | 23 | 5 | 66* | 30
O=C(CN1C(=O)CCOc2ccccc21)Nc1cccc(S(=O)(=O)N2CCOCC2)c1 | 9 | 1 | -18 | -9 | -2 | 7 | 10 | -2
COC(=O)c1c(NC(=O)c2cccc([N+](=O)[O-])c2)sc(C(N)=O)c1C | 2 | 1 | -14 | -4 | -11 | 8 | 9 | 10
C=CCN1C(=O)C2(OCCCO2)c2ccccc21 | 9 | 1 | -42 | 4 | -3 | -2 | 10 | 8
COc1ccc(NC(=O)c2ccc(NC(=O)C3CC3)cc2)cc1 | -1 | 1 | -2 | -5 | -6 | -11 | -11 | 2
CCN1C(=O)[C@H]2[C@@H](c3ccc(-c4ccc(Cl)c(Cl)c4)c(OC)c3)N[C@@](Cc3ccccc3)(C(=O)OC)[C@H]2C1=O | -11 | -1 | 21 | -14 | 0 | -4 | 18 | -132
Cc1ccc(-c2oc3ccccc3c(=O)c2OCC(=O)O)cc1 | 3 | -1 | -8 | -8 | 11 | 3 | -1 | -125
COc1ccc(OCC(=O)Nc2c3c(nn2C(C)(C)C)CS(=O)(=O)C3)cc1 | -5 | -2 | -6 | -9 | 15 | 13 | -2 | 17
COc1cc([C@@H]2c3cc4c(cc3[C@H](O)[C@H]3COC(=O)[C@H]23)OCO4)cc(OC)c1OC | 7 | 1 | -6 | -8 | -5 | 0 | -2 | 3
CCOC(=O)c1ccc(NS(=O)C23CC4CC(CC(C4)C2)C3)cc1 (stereo not drawn) | -12 | -2 | 1 | -30 | -10 | -9 | 15 | -1
O=C(NCc1ccco1)c1ccccc1-c1nc(-c2ccccc2)no1 | -6 | -1 | 4 | -6 | -7 | -6 | 5 | 12
Cc1nn(-c2ccc(N3CCCCC3)nn2)c(C)c1CCC(=O)Nc1ccc(F)cc1 | -3 | 3 | -11 | -3 | -1 | 7 | 6 | -8
CCOC(=O)c1[nH]c2c(c1C)C(=O)CC(c1ccc(N(C)C)cc1)C2 (stereo not drawn) | -4 | -5 | 1 | -4 | -4 | 0 | 29 | -6
CCOC(=O)c1c(-c2ccc(OC)cc2)csc1/N=C/C1=C(O)CCCC1=O | -2 | -32 | -2 | 3 | 11 | 4 | 24 | -56
Cc1cc(C)c(OCC(=O)Nc2ccccc2N2CCOCC2)c(C)c1 | -6 | 0 | 18 | -14 | -2 | -16 | 5 | 5
CC(C)CC(=O)Nc1nnc(SCC(=O)Nc2ccc3c(c2)OCO3)s1 | 2 | -1 | -3 | -6 | -6 | 5 | -2 | 23
O=C(Nc1nc2c(F)cc(F)cc2s1)C1CC(=O)N(Cc2ccco2)C1 (stereo not drawn) | -9 | -2 | -14 | -21 | 0 | -1 | 25 | 1
Cc1cc(O)c(/C=N/Nc2ccc(F)cc2)c(=O)o1 | 34 | 2 | 5 | 45 | -5 | 13 | -1 | 3
Cn1c(=O)c2[nH]c(N3CCOCC3)nc2n(-c2ccccc2)c1=O | 3 | -6 | -2 | 10 | -5 | -2 | 3 | 7
CC(=O)c1ccccc1OC(=O)COc1ccc(Cl)cc1C | 0 | nt | 7 | -27 | -8 | 6 | -3 | nt
COc1ccc(N2C(=O)CC(C)(C)CC2=O)cc1OC | 0 | -1 | -4 | 9 | -3 | -4 | -9 | 14
Cc1cc(C)n2nc(CNS(=O)(=O)c3ccc(CC(C)C)cc3)nc2n1 | -11 | 2 | -4 | 1 | -6 | 16 | 22 | 33
COc1cccc(NC(=O)CSCc2cc(=O)n3nc(C4CC4)sc3n2)c1 | -5 | 1 | -13 | -6 | -4 | -3 | 2 | 4
COC(=O)CSc1nnc(SCc2ccc(Cl)cc2)s1 | -6 | 0 | 7 | -17 | -7 | -3 | -29 | 26
Cc1oc(C2CC2)cc1C(=O)O | 7 | 3 | -8 | 1 | 10 | -1 | 8 | 17
CC1=C/C(=N\NC(=O)c2ccc(O)cc2)CC1 | 4 | -1 | -7 | 12 | -8 | 5 | -15 | 0
S=C(c1ccc(-c2ccc(Cl)c(Cl)c2)o1)N1CCOCC1 | -3 | -12 | 1 | -4 | -2 | 1 | 32 | -4
COc1cc(S(=O)(=O)NCc2ccccc2Cl)ccc1-n1cnnn1 | 8 | 0 | 12 | 24 | 7 | 13 | 8 | 5
O=C(NCc1ccco1)c1cc(S(=O)(=O)N2CCOCC2)ccc1Cl | 8 | 0 | -8 | -10 | -5 | 5 | -8 | 8
COc1ccc(Cl)cc1NC(=O)CN(C)CC(=O)NCc1ccc(F)cc1 | -14 | 1 | 19 | -15 | 0 | -15 | 4 | 6
CCC(C)(C)c1ccc(Oc2cccc(C(=O)O)c2)cc1 | 21 | 2 | 4 | 47 | 9 | 0 | -54 | 15
Cc1ccc(C(=O)NNC2CC(=O)N(c3ccc4c(c3)OCCO4)C2=O)cc1 (stereo not drawn) | -6 | 0 | 4 | -25 | 2 | -10 | -1 | 10
CCCCC(c1nnnn1Cc1ccco1)N1CCN(c2nc3ccccc3s2)CC1 (stereo not drawn) | 2 | -10 | 19 | 2 | 2 | -3 | 1 | 14
Cc1ccc(OCC(=O)Nn2cnc3ccccc32)cc1 | 2 | 3 | 3 | 0 | 2 | 4 | -2 | 19
N/C(Cc1ccc(Cl)cc1Cl)=N\OC(=O)c1ccc(Br)o1 | -12 | 0 | 0 | -3 | -3 | -5 | 0 | 3
CCCCN(CCCC)S(=O)(=O)c1ccc(C(=O)Nc2nnc(COC)o2)cc1 | 2 | 0 | -2 | -9 | -6 | 0 | -39 | 9
CCC(=O)Oc1ccc(C(=O)Nc2cccc(NC(=O)c3ccco3)c2)cc1 | 3 | 3 | 3 | 6 | 0 | 0 | -4 | 3
Cc1ccsc1/C=N/N=C/c1sccc1C | 95* | 1 | 20 | -5 | -3 | 98* | 13 | 17
CN(C)S(=O)(=O)c1ccc(N2CCCC2)c(C(=O)NCCc2ccc(F)cc2)c1 | 5 | 2 | -1 | -7 | 2 | 4 | -17 | -18
CCC(=O)NC(Nc1ccccn1)(C(=O)OC)C(F)(F)F (stereo not drawn) | -3 | 0 | -5 | -3 | -11 | 1 | 3 | 7
CN(C)c1cc(C(F)(F)F)nc(-c2ccccn2)n1 | 5 | 4 | 4 | 3 | -3 | -5 | -11 | -47
Cc1ccc(Sc2nc(C)cc(C)c2S(C)(=O)=O)cc1 | 1 | 3 | 1 | 11 | -7 | -2 | -12 | 12
COc1ccc(C(CNS(=O)(=O)c2ccc(NC(C)=O)c(OC)c2)N2CCCC2)cc1 (stereo not drawn) | 1 | -4 | -3 | 4 | -6 | -3 | 4 | -17
More compounds:
SMILES | SENP8 block-1 | SENP1 FRET inh | Apaf1 inhib | SENP6 block | HKDC1 inh | SENP7 inh | PfG6PD inh | SENP8 block-2
O=C(Nc1ccc(F)cc1F)Nc1ccccc1C(=O)NCCN1CCNC1=O | -13 | 1 | 5 | -22 | -2 | -4 | 4 | -130
O=C(CN1CCN(c2ccccc2O)CC1)Nc1ccnn1C1CCCC1 | -6 | -3 | 4 | -4 | 9 | 5 | -13 | -3
O=C1/C(=C/c2ccc(F)cc2)SC(=S)N1CCCC(=O)N1CCCCC1CCO (stereo not drawn) | 1 | 2 | 28 | 16 | 14 | 3 | -3 | 11
O=C(NCCN1CCCCC1)Nc1cccc(C(F)(F)F)c1 | -4 | 12 | -16 | 2 | 1 | 2 | -20 | 10
COc1ccc(-c2[nH]ncc2CN(C)CC2CCCCO2)cc1F (stereo not drawn) | -12 | 1 | 12 | 8 | 6 | -12 | -29 | 1
O=C1CCN(Cc2ccccc2)CCN1CCOc1ccccc1 | -5 | 2 | -3 | 12 | -3 | -1 | 11 | 17

6 entries from above, set out differently.
compound	SENP8 block-1	SENP1 FRET inh	Apaf1 inhib	SENP6 block	HKDC1 inh	SENP7 inh	PfG6PD inh	SENP8 block-2
O=C(Nc1ccc(F)cc1F)Nc1ccccc1C(=O)NCCN1CCNC1=O	-13	1	5	-22	-2	-4	4	-130
O=C(CN1CCN(c2ccccc2O)CC1)Nc1ccnn1C1CCCC1	-6	-3	4	-4	9	5	-13	-3
O=C1/C(=C/c2ccc(F)cc2)SC(=S)N1CCCC(=O)N1CCCCC1CCO (stereo not drawn)	1	2	28	16	14	3	-3	11
O=C(NCCN1CCCCC1)Nc1cccc(C(F)(F)F)c1	-4	12	-16	2	1	2	-20	10
COc1ccc(-c2[nH]ncc2CN(C)CC2CCCCO2)cc1F (stereo not drawn)	-12	1	12	8	6	-12	-29	1
O=C1CCN(Cc2ccccc2)CCN1CCOc1ccccc1	-5	2	-3	12	-3	-1	11	17
